Screens: PubChem, National Center for Advancing Translational Sciences (NCATS)
Luciferase inh: qHTS Assay for Inhibitors of Firefly Luciferase | Luciferin 4-monooxygenase (Photinus pyralis), P08659 | purified firefly luciferase, luminescence, 8 min | Potency, µM (highest dose often 57.1 µM), for the others: top-dose activity change, negative = inhibition, actives largely listed as inhibitors | actives 2.2% (n = 72,000) | AID 411, 2009; note: potency is the fitted concentration of half-maximal effect; % is set by controls: 0 for no effect and ±100 for the full control effect; nearly all actives have a fitted effect of over 40% in size
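qHTS concentration-response profiling: light output of P. pyralis luciferase with luciferin and 10 uM ATP, imidazole buffer pH 7.2. Read by luminescence after 8-min room-temperature incubation.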
Tau fil binding: qHTS Assay for Tau Filament Binding | Microtubule-associated protein tau (Homo sapiens), P10636 | recombinant tau filaments, thioflavin S fluorescence, 15 h; filaments grown with octadecylsulfate alongside compound | Potency, µM (titrated, usually from 57.1 µM), for the others: top-dose activity change, negative = inhibition | actives 2% (n = 71,000);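 note: potency is the fitted concentration of half-maximal effect; % is set by controls: 0 for no effect and ±100 for the full control effect; actives lower thioflavin S fluorescence by blocking filaments or displacing dye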
Target sequence (P10636 whole entry, looked up): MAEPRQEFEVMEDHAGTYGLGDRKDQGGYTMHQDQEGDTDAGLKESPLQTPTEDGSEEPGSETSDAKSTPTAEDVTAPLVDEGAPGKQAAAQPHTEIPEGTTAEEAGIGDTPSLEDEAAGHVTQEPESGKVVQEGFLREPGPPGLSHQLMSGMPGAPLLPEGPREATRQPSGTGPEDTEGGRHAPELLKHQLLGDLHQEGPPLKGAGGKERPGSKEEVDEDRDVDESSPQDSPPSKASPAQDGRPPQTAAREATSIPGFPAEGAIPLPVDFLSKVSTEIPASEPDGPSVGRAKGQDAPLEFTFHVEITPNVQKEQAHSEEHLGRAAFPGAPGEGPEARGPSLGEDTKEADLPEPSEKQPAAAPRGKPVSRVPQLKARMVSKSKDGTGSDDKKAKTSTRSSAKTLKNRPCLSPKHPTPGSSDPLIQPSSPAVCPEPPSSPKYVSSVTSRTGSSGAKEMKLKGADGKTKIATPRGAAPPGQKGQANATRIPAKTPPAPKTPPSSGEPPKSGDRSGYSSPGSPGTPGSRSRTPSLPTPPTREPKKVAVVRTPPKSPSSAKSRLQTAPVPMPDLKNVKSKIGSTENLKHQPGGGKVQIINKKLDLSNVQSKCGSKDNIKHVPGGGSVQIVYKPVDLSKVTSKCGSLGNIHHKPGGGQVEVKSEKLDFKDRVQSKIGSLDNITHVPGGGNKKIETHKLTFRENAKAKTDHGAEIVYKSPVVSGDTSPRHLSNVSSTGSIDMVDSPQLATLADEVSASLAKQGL
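Assay mix: 1 uM His-tagged tau, 30 uM sodium octadecylsulfate, thioflavine S dye in HEPES/NaCl/DTT buffer. Compound is added prior to the inducer. Fluorescence after 15 h at 37 C.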
Rhodamine fluor: qHTS Assay for Spectroscopic Profiling in Rhodamine Spectral Region. actives 0.05% (n = 59,000). max dye-equivalent concentration, M. Rhodamine-region fluorescence, 547/598 nm, Tris buffer; stronger effect = higher value; in the data active = max dye-equivalent concentration above about 11 nM; inconclusive = between about 1.1 nM and that limit
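Intensities are converted to rhodamine-equivalent concentration using a six-point rhodamine standard on each plate. Compounds sit 15 min at room temperature in 100 mM Tris buffer, pH 8.0; read uses the 547/598 nm excitation/emission pair.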
ERK AVP inh: qHTS Assay for Inhibitors of the ERK Signaling Pathway using a Homogeneous Screening Assay. HEK293-V1b, vasopressin-stimulated pERK AlphaScreen. Potency, µM (top dose mostly 57.5 µM), for the others: at the highest dose activity, negative = inhibition, most hits filed as inhibitors. actives 0.99% (n = 72,000). AID 995, 2007; note: potency is the fitted concentration of half-maximal effect; % is set by controls: 0 for no effect and ±100 for the full control effect; nearly all actives have a fitted effect of over 55% in size
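HEK293 cells stably expressing V1b receptor, preincubated 30 min at 37 °C with compound, then stimulated 5 min with 25 nM vasopressin. Phospho-ERK by AlphaScreen SureFire after 5 h RT; normalized to DMSO and vasopressin; AC50 by Hill fit.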
A350 fluor: qHTS Assay for Spectroscopic Profiling in A350 Spectral Region; Compound autofluorescence, 340/450 nm, Alexa 350 dye-equivalents; stronger effect = higher value; actives 11% (n = 59,000); AID 590, 2007; max dye-equivalent concentration, M; in the data active = max dye-equivalent concentration above about 10 nM; inconclusive = mostly about 1.1 nM to 9.6 nM
Fluorescein autfl: qHTS Assay for Spectroscopic Profiling in Fluorescein Spectral Region | Compound autofluorescence, 480/540 nm, fluorescein-equivalent; stronger effect = higher value | max fluorescein-equivalent concentration, M | actives 0.91% (n = 59,000) | AID 593, 2007; in the data active = max fluorescein-equivalent concentration above about 10 nM; inconclusive = between about 1.1 nM and that limit
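Read-out is intrinsic compound fluorescence at 480/540 nm (excitation/emission), expressed as dye-equivalent concentration using a fluorescein standard series run on every plate. Compounds sat 15 min at room temperature in 100 mM Tris, pH 8.0.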
Caspase-1 inhib: qHTS Assay for Allosteric/Competitive Inhibitors of Caspase-1. P29466. AID 900, 2007. Caspase-1 enzyme, Ac-WEHD-AFC fluorogenic rate. Potency, µM (series often up to 57.5 µM), inactives show at the highest dose activity change, negative = inhibition, most hits filed as inhibitors. actives 0.03% (n = 75,000);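 note: potency is the fitted concentration of half-maximal effect; plate controls were vehicle for no effect and no substrate for full effect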
Target sequence (P29466 120-297 limits assumed): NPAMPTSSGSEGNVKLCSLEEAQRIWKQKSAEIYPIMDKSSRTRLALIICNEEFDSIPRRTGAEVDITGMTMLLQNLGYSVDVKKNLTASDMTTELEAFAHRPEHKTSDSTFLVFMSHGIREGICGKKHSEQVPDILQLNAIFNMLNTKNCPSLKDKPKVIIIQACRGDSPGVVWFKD
Target sequence (P29466 317-404 limits assumed): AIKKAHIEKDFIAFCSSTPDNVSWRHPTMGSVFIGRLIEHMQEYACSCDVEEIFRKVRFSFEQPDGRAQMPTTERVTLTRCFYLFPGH
HEK293 cAMP cs: qHTS Assay for Agonists of the Thyroid Stimulating Hormone Receptor: Activators of Intracellular cAMP Concentrations in Parental HEK 293; parental HEK293 CNG cAMP sensor, membrane potential fluorescence; Potency, µM (titrated, usually from 57.1 µM), without a hit: at the top dose activation, hits mostly activators; actives 2.5% (n = 73,000); note: potency is the fitted concentration of half-maximal effect; % of control where 0% means no effect; nearly all actives have a fitted effect of over 55% in size
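Parental HEK 293 cells stably expressing a modified CNG channel (no TSHR) report cAMP rise as membrane depolarization. Membrane potential dye with 100 uM RO 20-1724 was loaded for 60 min at room temperature, then compound added for 30 min; fluorescence read at 590 nm.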
Texas Red fluor: qHTS Assay for Spectroscopic Profiling in Texas Red Spectral Region | Compound fluorescence, Texas Red channel, 547/618 nm; stronger effect = higher value | max dye-equivalent concentration, M | actives 0.06% (n = 59,000) | AID 587, 2007; in the data active = max dye-equivalent concentration above about 10 nM; inconclusive = between about 1.1 nM and that limit
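Pin-transferred compounds and Texas Red standards go into 100 mM Tris buffer, pH 8.0. After 15 min at room temperature, plates are imaged with 547/618 nm filters. Each value is a dye-equivalent concentration derived from the per-plate dye curve.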
Casp7 inh: qHTS Assay for Allosteric/Competitive Inhibitors of Caspase-7; P55210; recombinant caspase-7, Ac-DEVD-AFC fluorescence rate; actives 0.02% (n = 75,000); Potency, µM (series often up to 57.5 µM), inactives show top-dose activity change, negative = inhibition, hits mostly inhibitors; AID 889, 2007; active = well fitted inhibition curve with a large enough effect in the main read-out, with a control signal flat, not every such curve was filed as active; inconclusive = small, poorly fitted or top-dose-only effect, or a change in a side signal; note: potency is the fitted concentration of half-maximal effect; % of control where 0% means no effect
4-MU autofl: qHTS Assay for Spectroscopic Profiling in 4-MU Spectral Region; compound autofluorescence, 340/450 nm, 4-MU equivalents; stronger effect = higher value; max dye-equivalent concentration, M; actives 11% (n = 59,000); in the data active = max dye-equivalent concentration above about 10 nM; inconclusive = mostly about 1.1 nM to 9.6 nM
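Compounds in 100 mM Tris, pH 8.0, incubated 15 min at room temperature, then fluorescence read at 340 nm excitation/450 nm emission. Signal converted to 4-MU dye-equivalent concentration using an on-plate six-point 4-MU standard curve.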
* hit, by the source's call; i = inactive; ? = inconclusive; . = no result given; & = joins results of further samples; [ ] = dose if it differs, or a comment. Unless noted, calls come from the whole dose curve; as a rule, active = well fitted curve in the direction sought with a large enough effect; inconclusive = small, poorly fitted or top-dose-only effect, or another doubt; inactive = no such curve, though single readings can be large; an effect the other way counts as inactive or inconclusive.

No.	Compound	Luciferase inh	Tau fil binding	Rhodamine fluor	ERK AVP inh	A350 fluor	Fluorescein autfl	Caspase-1 inhib	HEK293 cAMP cs	Texas Red fluor	Casp7 inh	4-MU autofl
1	O=S(=O)(c1cccc2c(Cl)cccc12)N1CCCNCC1	-4.4%&-0.7%	?	i	2.1%&7.9%	i	?	-0.6%&2.2%	15.1%&-0.7%	i	-0.6%&1.2%	i
2	CCn1cc(C(=O)NCc2cccs2)c(=O)c2cc(S(=O)(=O)N3CCOCC3)ccc21	1.2%	-4.3%	i	-7.8%	i	i	0.0%	-2.7%	i	0.9%	i
3	CCOC(=O)N1CCN(S(=O)(=O)c2ccc3c(c2)CCN3C(=O)CC)CC1	-0.4%	-7.5%	i	2.7%	4.79e-08M*	i	-10.4%	11.4%	i	-0.8%	5e-08M*
4	Cn1nc(C(C)(C)C)cc1C(=O)NCc1ccc(N2CCCC2=O)cc1	4.4%	1.2%	i	-2.3%	i	i	-1.0%	?	i	1.8%	i
5	N#Cc1cn(CC(=O)NCc2cccnc2)c2ccccc12	-1.4%	4.7%	i	-7.1%	i	i	-0.7%	11.2%	i	0.2%	i
6	CC1Cc2ccccc2N1C(=O)C1CCCN1S(=O)(=O)c1ccc(Cl)cc1 (stereo not given)	2.9%	-13.2%	i	-2.7%	i	i	0.8%	13.5%	i	0.8%	i
7	Cc1ccc(NC(=O)Cn2nnc(C(=O)NCc3ccccc3)c2N)cc1C	7.6%	44.7%	i	13.5%	i	i	2.0%	2.4%	i	0.9%	i
8	COCCNc1nnc(SCC(=O)c2ccc3c(c2)OCO3)s1	0.0%	-2.7%	i	-1.8%	i	?	-2.4%	-0.2%	i	-0.2%	i
9	CC1CC(=O)C2=C(C1)OC(N)=C(C#N)C2c1coc2ccccc2c1=O (stereo not given)	0.5%	25.4%	.	6.3%	.	.	-6.7%	13.5%	.	-7.3%	.
10	CSCCC(NS(=O)(=O)/C=C/c1ccccc1)C(=O)N1CCC(C)CC1 (stereo not given)	1.8%	-6.2%	i	-13.1%	i	i	-0.4%	22.5%	?	-1.2%	i
11	CCOC(=O)N1CCN(C(=O)c2n[nH]c(=O)c3ccccc23)CC1	0.2%	-11.0%	i	15.6%	i	i	2.7%	-2.5%	i	1.7%	i
12	CC(=O)NC1CC(C)(C)N(OC(C)=O)C(C)(C)C1	0.1%	-2.0%	i	11.7%	i	i	0.8%	-1.8%	?	-1.4%	i
13	O=C(CSc1nc2c(c(=O)n1-c1ccccc1)SCC2)N1CCN(c2ccccc2)CC1	-3.6%	-3.0%	.	.	.	.	0.6%	10.0%	.	-2.1%	.
14	CCOC(=O)c1[nH]cnc1C(=O)Nc1cccc(N)n1	-0.6%	1.8%	i	7.6%	i	i	9.1%	-11.8%	?	-0.1%	i
15	O=C(CN1C(=O)c2ccccc2S1(=O)=O)N1CCN(c2ccccc2)CC1	1.3%	0.8%	i	-4.1%	i	?	0.3%	-3.1%	?	0.8%	i
16	CCC(=O)N1CCc2cc(S(=O)(=O)NC(C(=O)Nc3cccc(C)n3)C(C)C)ccc21 (stereo not given)	0.5%	-4.2%	i	13.7%	i	i	-2.3%	0.4%	i	4.4%	i
17	CCOc1ccc(-c2nnc(SCC(=O)N3CCN(c4ccccc4)CC3)o2)cc1	1.5%	-9.3%	.	-6.1%	.	.	0.4%	0.5%	.	0.2%	.
18	O=C(c1ccccc1/S(=N/S(=O)(=O)c1ccccc1)N1CCOCC1)N1CCOCC1 (stereo not given)	-0.3%	2.9%	i	6.8%	i	?	4.2%	9.6%	i	-0.3%	i
19	Cc1cc(C(=O)Cn2nnc3ccccc3c2=O)c(C)n1-c1c(C)n(C)n(-c2ccccc2)c1=O	1.7%	-1.0%	i	-17.9%	i	?	0.4%	-8.9%	i	-0.7%	i
20	COC(=O)CNC(=O)c1ccc(=O)oc1	-0.4%	3.8%	i	-5.7%	1.31e-07M*	i	-7.1%	?	i	-10.3%	1.34e-07M*
21	CC1(C)Cc2[nH]c(=O)c(C#N)cc2CS1	0.0%[25.5 µM]	.	i	.	1.25e-08M*	?	.	.	i	.	?
22	COc1ccc(NC(=O)CSc2nnc(-c3ccccn3)n2N)c(OC)c1	3.5%	-4.3%	i	3.3%	i	?	-0.4%	-9.1%	i	1.2%	i
23	COCCCNC(=O)C1CCN(S(=O)(=O)N(CC(C)C)CC(C)C)CC1	4.2%	-27.3%	i	-11.7%	i	i	0.1%	7.5%	i	1.0%	i
24	CCCCN(CCCC)C(=O)CSc1nnc2n(C)c(=O)c3c4c(sc3n12)CCCC4	0.2%[25.5 µM]	.	i	.	i	i	.	.	i	.	i
25	O=C(O)C1CSC(c2ccncc2)N1 (stereo not given)	8.4%	20.2%	i	12.0%	?	i	-8.8%	-2.8%	i	-0.2%	?
26	N=c1n(CCN2CCCCC2)c2ccccc2n1CC(O)c1cccc(Br)c1 (stereo not given)	-0.3%	-4.4%	i	-7.0%	i	i	0.2%	12.8%	i	-0.2%	i
27	CCC/C=C(\CCC)C(NC(=O)OCC(C)C)c1ccccc1 (stereo not given)	.	-3.0%	.	10.9%	.	.	1.3%	-5.2%	.	-0.7%	.
28	Cc1nn(C)c(C)c1S(=O)(=O)N(CC(=O)NCc1ccco1)c1ccc(C(C)C)cc1	0.3%	-6.1%	.	-13.9%	.	.	0.4%	2.4%	.	-1.5%	.
29	CN(C)CN1C(=O)S/C(=C2/C(=O)N(CN(C)C)c3ccccc32)C1=O	1.0%[11.4 µM]	5.2%[11.4 µM]	i	-9.2%[11.5 µM]	i	i	3.1%[11.5 µM]	-7.5%[11.4 µM]	i	0.0%[11.5 µM]	i
30	CC(C)CNC(=O)c1cccc(Cn2cc(Cl)cn2)c1	1.1%	7.3%	i	11.3%	i	i	-2.1%	8.8%	i	4.1%	i
31	O=C(O)CCN1C(=O)c2ccncc2C1=O	1.0%	-5.1%	i	0.3%	i	i	0.2%	-7.2%	i	0.8%	i
32	COc1ccc(NC(=O)C2C(=O)N(CCO)C3(C)CC2c2ccccc2O3)cc1 (stereo not given)	-1.1%	7.4%	i	18.2%	i	?	-0.8%	16.4%	i	-3.2%	i
33	Nc1nccc(Nc2ccc(S(N)(=O)=O)cc2)n1	0.9%[11.4 µM]	4.5%[11.4 µM]	i	9.7%[11.5 µM]	i	i	-2.0%[11.5 µM]	12.6%[11.4 µM]	i	-1.1%[11.5 µM]	i
34	CN1c2ccccc2C(C)(C)C12C=Cc1cc(O)ccc1O2 (stereo not given)	-2.2%	25.1µM*	.	6.7%	.	.	-3.7%	28.6%	.	-9.4%	.
35	CCCCCOc1ccccc1C(=O)NCC(=O)O	1.2%[25.5 µM]	.	i	.	i	i	.	.	i	.	i
36	CC(=O)NC(CCS(C)(=O)=O)C(=O)Nc1ccc(Oc2ccccc2)cc1 (stereo not given)	-1.1%	3.8%	.	.	.	.	-3.5%	0.4%	.	-0.3%	.
37	COc1ccc(OCCN(C)Cc2ccccc2)cc1	-0.1%	-22.2%	i	29.3%	i	i	-1.9%	?	i	0.9%	i
38	O=C(NCC1CCCO1)C1CCN(S(=O)(=O)c2cccnc2)CC1 (stereo not given)	0.8%	-8.1%	i	5.8%	i	i	2.0%	?	i	-0.1%	i
39	CCc1ccccc1N1CC23C=CC(O2)C(C(=O)O)C3C1=O (stereo not given)	4.9%	8.3%	.	8.7%	.	.	-3.2%	3.4%	.	-0.7%	.
40	Cc1cc(C(=O)OCC(=O)NC(=O)NC(C)(C)C)c(C)o1	1.7%	-1.4%	i	0.8%	i	i	1.6%	4.5%	i	1.0%	i
41	CCOc1cccc(C2C(C#N)=C(N)Oc3cc(C)n(Cc4ccccn4)c(=O)c32)c1OCC (stereo not given)	1.8%	7.4%	i	-4.4%	?	i	-4.0%	17.8%	i	-6.3%	?
42	CCOc1ccc2nc(SCC(=O)NCc3ccco3)sc2c1	-10.7%	2.5%	i	?	i	?	1.3%	11.7%	i	1.1%	i
43	COc1ccc(OCC(=O)OCCN2C(=O)c3ccccc3C2=O)cc1	-0.2%	14.0%	.	28.7%	.	.	-6.4%	9.0%	.	-7.3%	.
44	CCC(C)(C)n1nnnc1C(CC(C)C)N1CCC(C(N)=O)CC1 (stereo not given)	0.7%	9.0%	i	-20.6%	?	?	-2.2%	10.4%	i	-1.0%	i
45	c1ccc(-c2nc3ccccc3c3nncn23)cc1	-0.5%	87.8%	i	15.3%	i	i	-3.5%	23.3%	i	0.6%	i

Not all compounds are listed. The share of hits here may be higher or lower than overall.
